# RXFP1 agonist: qHTS Assay for Agonists of the Relaxin Receptor RXFP1; Relaxin receptor 1 (Homo sapiens), Q9HBX9; HEK293T-RXFP1 cAMP TR-FRET, 30 min; response scale: percent of porcine relaxin response, buffer zero; Potency, µM (top dose mostly 57.5 µM), inactives show top-dose activation, actives largely listed as activators; hit rate 0.3% among 370,000; further: potency means the concentration at half of the fitted maximal effect; on the % scale 0 is the no-effect control and ±100 the full control effect; nearly all actives have a fitted effect of over 60% in size; many of its hits are not listed in these tables
# Target sequence (Q9HBX9 whole entry, looked up): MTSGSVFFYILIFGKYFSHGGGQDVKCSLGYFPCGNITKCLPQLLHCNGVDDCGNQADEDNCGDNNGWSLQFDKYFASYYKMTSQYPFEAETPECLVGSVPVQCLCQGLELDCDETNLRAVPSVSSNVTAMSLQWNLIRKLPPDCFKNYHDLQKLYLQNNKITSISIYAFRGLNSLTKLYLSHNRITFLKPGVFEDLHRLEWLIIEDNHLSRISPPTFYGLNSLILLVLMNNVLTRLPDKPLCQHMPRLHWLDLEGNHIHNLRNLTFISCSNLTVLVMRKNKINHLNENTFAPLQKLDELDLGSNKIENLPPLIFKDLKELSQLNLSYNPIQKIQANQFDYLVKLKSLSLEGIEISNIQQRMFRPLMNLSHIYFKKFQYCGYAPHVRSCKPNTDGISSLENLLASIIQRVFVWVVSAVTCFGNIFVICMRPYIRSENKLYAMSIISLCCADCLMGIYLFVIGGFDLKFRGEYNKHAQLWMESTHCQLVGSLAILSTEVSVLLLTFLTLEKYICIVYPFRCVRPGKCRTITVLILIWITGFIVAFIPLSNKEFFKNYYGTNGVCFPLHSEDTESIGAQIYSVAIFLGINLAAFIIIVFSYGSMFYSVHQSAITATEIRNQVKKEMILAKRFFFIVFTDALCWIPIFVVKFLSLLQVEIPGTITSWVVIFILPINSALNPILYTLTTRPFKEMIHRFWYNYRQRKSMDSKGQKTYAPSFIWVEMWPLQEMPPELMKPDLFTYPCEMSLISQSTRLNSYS
#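 Agonist response is measured as cAMP accumulation in an RXFP1-transfected HEK293T line under PDE4 inhibition. Values are scaled between buffer-only and 29 nM porcine relaxin, and EC50s come from standard Hill equation fits.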
# RXFP1 antagonist: qHTS Assay for Antagonists of the Relaxin Receptor RXFP1. AID 1259400, 2018. activity change, negative = inhibition, % at 57.5 µM. hit rate 0.59% among 350,000. HEK293-RXFP1, relaxin-stimulated cAMP HTRF, 30 min; active compounds read low. Relaxin receptor 1 (Homo sapiens), Q9HBX9;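 active means activity change of -60% or lower, but not beyond a set lower limit; inconclusive means change between -60% and -40%, or beyond the set limit; inactive means change above -40%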; further: on the % scale 0 is the no-effect control and ±100 the full control effect
# D1 antag: Antagonist of Human D 1 Dopamine Receptor: qHTS | hit rate 3.2% among 360,000 | AID 504652, 2011 | D(1A) dopamine receptor (Homo sapiens), P21728 | HEK293 TREx D1 cells, calcium flux, dopamine EC80; active compounds read low | activity change, negative = inhibition, % at 10 µM; in the data active means activity change below about -30%; further: on the % scale 0 is the no-effect control and ±100 the full control effect
#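 Tetracycline-induced HEK293 T-REx cells with force-coupled D1 receptor were loaded with a no-wash calcium dye. Compound was added after a 10 s baseline and read kinetically for 180 s; EC80 dopamine was then added and calcium flux followed another 180 s.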
# Vif-A3G inh: qHTS for Inhibitors of Vif-A3G Interactions: qHTS; DNA dC->dU-editing enzyme APOBEC-3G (Homo sapiens), Q9HC16; HeLa A3G-eYFP + Vif (tagged APOBEC3G with the HIV-1 protein that degrades it), YFP fluorescence, overnight; Potency, µM (top dose mostly 46.1 µM), without a hit: top-dose activity, negative = active, usual class: inhibitors; hit rate 0.076% among 410,000; AID 602310, 2012;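 further: potency means the concentration at half of the fitted maximal effect; on the % scale 0 is the no-effect control and ±100 the full control effect; nearly all actives have a fitted effect of over 60% in size; hits raise eYFP signal because A3G escapes Vif-driven loss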
#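 HeLa cells stably expressing Vif and C-terminally eYFP-tagged A3G, seeded overnight at 37 deg C, then exposed to compound by pintool overnight at 37 deg C. Rise in yellow fluorescence (Ex 488/Em 500-530, Acumen) marks blocked Vif-driven A3G degradation.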
# Glioma ERSR ind: qHTS for Inducers of the Endoplasmic Reticulum Stress Response (ERSR) in Human Glioma: qHTS; Potency, µM, for the others: top-dose activation, actives largely listed as activators; U87-MG GRP78 promoter luciferase reporter, 16 h; hit rate 0.02% among 420,000; AID 602332, 2012; further: potency means the concentration at half of the fitted maximal effect; series mostly up to about 76 µM; % of control where 0% means no effect; nearly all actives have a fitted effect of over 35% in size
#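 ERSR induction read as luciferase luminescence (Bright-Glo, 10 min at room temperature) in stably transfected human U87-MG glioma cells exposed to compounds for 16 h, using GRP78 as sensor.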
# D1 ag: Allosteric Agonists of the Human D1 Dopamine Receptor: qHTS; AID 504660, 2011; D(1A) dopamine receptor (Homo sapiens), P21728; activation, % at 2 µM; hit rate 1% among 360,000; HEK293 T-REx D1 cells, calcium flux, agonist mode; in the data active means activation above about 30%; further: 0% is about no effect
#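 Tetracycline-induced HEK293 TREx D1 cells, force-coupled to calcium signalling, were dye-loaded with a no-wash calcium kit. Compound was pin-added after a 10 s baseline. Fluorescence was read kinetically at 1 cycle/s for 180 s, with calcium rises flagged as agonism.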
# D2 PAM: HTS Assay for Positive Allosteric Modulators of the Human D2 Dopamine Receptor: Primary Screen for Potentiators | HEK293 T-REx D2, calcium flux, EC20 dopamine potentiation | potentiation, % at 10 µM | hit rate 0.34% among 340,000 | AID 485347, 2010;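 active means potentiation over 3 SD above the plate norm, cut at about 30% in these data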; further: 0% is about no effect
#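 Cells plated with tetracycline inducer and held overnight at 30 C; calcium dye loaded 30–90 min at room temperature; baseline taken, compound added and read 180 s; EC20 dopamine then added and read 180 s.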
# Vif-A3F inh: qHTS for Inhibitors of Vif-A3F Interactions: qHTS | HeLa A3F-eYFP + Vif (tagged APOBEC3F with the HIV-1 protein that degrades it), YFP fluorescence increase | hit rate 0.2% among 390,000 | AID 602313, 2012 | Potency, µM (series often up to 46.1 µM), for inactives: at the top dose activity, negative = active; further: potency means the concentration at half of the fitted maximal effect; % of control where 0% means no effect; nearly all actives have a fitted effect of over 65% in size
#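 HeLa cells stably expressing A3F-eYFP plus Vif, plated and incubated overnight at 37 deg C, then exposed to compounds overnight at 37 deg C. Blocked degradation read as raised yellow fluorescence (Ex 488/Em 500-530).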
# D1 potentiator: Potentiators of Human D1 Dopamine Receptor: qHTS. HEK293 TREx D1 cells, calcium flux, dopamine EC20 potentiation. D(1A) dopamine receptor (Homo sapiens), P21728. potentiation, % at 10 µM. hit rate 0.036% among 360,000; in the data active means potentiation above about 30%; further: 0% is about no effect
# * marks the source's active call; other numbers are inactive results; ? = inconclusive; · = no result given. Unless noted, the call rests on the fitted dose curve; in most records, active means well fitted curve in the direction sought with a large enough effect; inconclusive means small, poorly fitted or top-dose-only effect, or another doubt; inactive means no such curve, though single readings can be large; an effect the other way counts as inactive or inconclusive.
no.	canonical_smiles	RXFP1 agonist	RXFP1 antagonist	D1 antag	Vif-A3G inh	Glioma ERSR ind	D1 ag	D2 PAM	Vif-A3F inh	D1 potentiator
1	Cc1cccc(COc2ccccc2/C=N/Nc2ccc([N+](=O)[O-])cc2)c1	1.9%	0	15	?	-3%	9	-10	-27%	-7
2	Cc1cc(C)nc(-n2nc(C)c3c2NC(=O)CC3c2cccc(O)c2)n1 (stereo not drawn)	5.7%	-3	8	-4%	-3%	2	·	2%	1
3	Cc1sc2nc3n(c(=O)c2c1C)NC(=O)CC3	2.9%	-3	6	-1%	-3%	-1	2	-14%	-6
4	COc1ccc(NC(=O)CN2C(=O)NC(C)(c3ccccc3)C2=O)cc1Cl (stereo not drawn)	2.2%	-1	-11	-3%	-1%	4	-7	-24%	9
5	O=C(O)c1cccc(-c2ccc(/C=N/Nc3nn[nH]n3)o2)c1	-2.8%	?	5	1%	3%	6	-4	1%	19
6	CC(C)(C)n1nnnc1C(c1cccnc1)N1CCN(C(=O)c2ccco2)CC1 (stereo not drawn)	-1.6%	-6	3	1%	-1%	0	5	-20%	-1
7	COc1cc(OC)cc(C(=O)N2CCN(C(=O)COc3ccc4ccccc4c3)CC2)c1	0.9%	-10	-8	1%	2%	19	-4	6%	-1
8	CCc1ccc(N=CC2=C(O)CC(c3ccco3)CC2=O)cc1 (stereo not drawn)	0.3%	-13	1	-1%	-2%	4	2	2%	11
9	O=C(OCC(=O)N1CCCC1)c1cccs1	-1.5%	-4	5	2%	-6%	3	-2	·	-5
10	CCOc1ccc(S(=O)(=O)N(CC(=O)O)c2ccc(C)cc2)cc1	0.4%	7	8	0%	-5%	4	4	8%	-4
11	COC(=O)c1c(NC(=O)C2(C)Cc3ccccc3C(=O)O2)sc2c1CCCC2 (stereo not drawn)	1.5%	2	15	0%	-1%	2	3	2%	-2
12	Cc1ccc(S(=O)(=O)NN2C(=O)c3ccccc3NC2c2ccccc2)cc1 (stereo not drawn)	2.5%	4	-18	-13%	-2%	2	-3	1%	2
13	CCOC(=O)N1CCN(c2cc(=O)n(C3CCCCC3)c(=O)[nH]2)CC1	0.7%	3	-6	0%	-4%	0	-14	5%	-13
14	O=c1oc2ccc3ccccc3c2cc1-c1nnc(-c2ccccc2)o1	2.3%	-15	4	3%	11%	5	-21	-4%	-4
15	CC(Cc1ccccc1)=NNS(=O)(=O)c1ccc([N+](=O)[O-])cc1	·	-11	·	3%	-4%	·	·	1%	·
16	COc1ccc(NC(=O)CSc2nnc3n2CCCCC3)cc1S(=O)(=O)N(C)C	·	1	·	-4%	-5%	·	·	-2%	·
17	O=S(=O)(Nc1nc2n(n1)C(c1ccccc1)C=C(c1ccc(Cl)cc1)N2)c1ccccc1 (stereo not drawn)	11%	0	-14	?	-2%	32*	12	22µM*	0
18	Cc1nn(C(C)C(=O)NCCCN2CCCCCC2)c(=O)c2c1sc1ccccc12 (stereo not drawn)	3.3%	16	-11	0%	-4%	-1	0	-7%	2
19	CCOc1ccc(C2Nc3cccc4cccc(c34)N2)cc1OC	0.0%	-6	0	-1%	-3%	3	5	-8%	-3
20	NC(=O)c1ccccc1NS(=O)(=O)Cc1ccc(Cl)cc1	0.7%	11	4	-2%	-3%	1	-5	-4%	-2
21	CC1CN(CCOc2ccc(F)cc2)CC(C)O1 (stereo not drawn)	0.0%	6	8	2%	-4%	-1	5	5%	-6
22	O=C(Cn1c(-c2cscn2)nc2ccccc21)Nc1ccc(Cl)cc1	-0.4%	-8	-2	0%	-5%	-1	·	-11%	-2
23	Oc1ccccc1-c1cc(-c2cccc(F)c2)n[nH]1	0.0%	-3	8	-11%	-1%	0	9	5%	-1
24	COC(=O)C(C)Sc1nc2ccsc2c(=O)n1Cc1ccccc1 (stereo not drawn)	0.9%	-4	-1	-4%	1%	5	-7	5%	0
25	CC1(C)CC(C2N3CC4(C)CN2CC(C)(C3)C4=O)CCO1 (stereo not drawn)	7.3%	-12	8	-3%	-4%	2	·	-5%	-2
26	CCCOc1ccc(N2C(=O)CC(NCc3cccs3)C2=O)cc1 (stereo not drawn)	-0.2%	-5	-3	-2%	-7%	-1	-3	5%	-3
27	O=C(Nc1ccc(N2CCOCC2)cc1N1CCOCC1)c1cccs1	-2.9%	-8	-7	-1%	-2%	2	-3	-13%	-2
28	CCN1CCN(CCc2nc3cc([N+](=O)[O-])ccc3n2C)CC1	-1.6%	-3	-5	-1%	-4%	1	-16	2%	-3
29	COCCCNS(=O)(=O)c1ccc2c(c1)CCN2C(C)=O	2.6%	9	-15	0%	-4%	1	11	·	-7
30	COc1ccc(-c2cc(C(=O)Nc3c(C(=O)c4ccc(C)cc4)oc4ccccc34)no2)cc1	20%	-2	-8	0%	-3%	0	8	1%	0
31	FC(F)(F)c1cccc(NC(=S)NCC2COc3ccccc3O2)c1 (stereo not drawn)	0.0%	-10	-35*	-11%	1%	12	-7	-7%	-4
32	COc1ccc(/C=N/N=C2/NC(=O)C(CC(=O)O)S2)cc1OCc1ccc(Cl)cc1 (stereo not drawn)	-3.2%	-6	-20	4%	-4%	-1	·	-1%	-6
33	COCCNC(=S)N(CCCN(C)C)Cc1cc2cc3c(cc2[nH]c1=O)OCCO3	0.0%	-1	5	-11%	-1%	0	8	1%	-11
34	Cc1ccc(S(=O)(=O)CCC(=O)NC2CCCCC2)cc1	-0.3%	-4	0	1%	-5%	2	11	1%	-4
35	O=C(CSc1ccc(Cl)cc1)NC1CC1	·	-3	·	0%	-4%	·	·	0%	·
36	O=C1CCCN1CCC1CCCCN1Cc1nc(-c2cnccn2)no1 (stereo not drawn)	5.3%	-6	-28	2%	0%	9	-8	7%	-9

# Rewritten with one line to a screen: entries from further up.
[26] CCCOc1ccc(N2C(=O)CC(NCc3cccs3)C2=O)cc1 (stereo not drawn)
[34] Cc1ccc(S(=O)(=O)CCC(=O)NC2CCCCC2)cc1
[27] O=C(Nc1ccc(N2CCOCC2)cc1N1CCOCC1)c1cccs1
[36] O=C1CCCN1CCC1CCCCN1Cc1nc(-c2cnccn2)no1 (stereo not drawn)
Screen / compound no.	26	34	27	36
RXFP1 agonist	-0.2%	-0.3%	-2.9%	5.3%
RXFP1 antagonist	-5	-4	-8	-6
D1 antag	-3	0	-7	-28
Vif-A3G inh	-2%	1%	-1%	2%
Glioma ERSR ind	-7%	-5%	-2%	0%
D1 ag	-1	2	2	9
D2 PAM	-3	11	-3	-8
Vif-A3F inh	5%	1%	-13%	7%
D1 potentiator	-3	-4	-2	-9

# Continued.
no.	canonical_smiles	RXFP1 agonist	RXFP1 antagonist	D1 antag	Vif-A3G inh	Glioma ERSR ind	D1 ag	D2 PAM	Vif-A3F inh	D1 potentiator
37	Cc1cc(C)c2nc(C)cc(N/N=C/c3ccc(O)cc3)c2c1	1.0%	0	-2	?	-13%	9	-1	17%	-4
38	CC(OC(=O)c1ccc2c(=O)n3c(nc2c1)CCCCC3)C(=O)Nc1ccc(F)cc1Cl (stereo not drawn)	?	-1	-37*	-5%	-1%	0	-5	-1%	-4
39	O=[N+]([O-])c1cccc(-c2ccc(/C=N/NC(=S)Nc3cccc(F)c3)o2)c1	0.8%	-18	3	1%	-8%	1	-10	1%	-3
40	Cc1noc(C)c1COc1ccc(C(=O)OCC(=O)N2CC(=O)Nc3ccccc32)cc1	6.1%	11	-16	-13%	3%	8	5	-1%	-3
41	O=C1c2ccccc2NC(c2ccccc2F)N1NS(=O)(=O)c1ccccc1 (stereo not drawn)	-0.8%	3	-14	-1%	-3%	-4	21	-5%	6
42	Cc1cc(Cl)ccc1OCC(=O)OCC(=O)c1c(N)n(C)c(=O)n(C)c1=O	2.1%	0	-13	-6%	-4%	2	-5	-3%	5
43	Cc1cc(NC(=O)CCCSc2nc(-c3ccco3)cc(C(F)(F)F)n2)no1	14%	-9	-15	-6%	-7%	0	-3	1%	1
44	COC(=O)c1ccc(C2Nc3c(C)cccc3-c3cc(C)nn32)cc1 (stereo not drawn)	2.7%	-18	3	1%	-1%	0	·	2%	-8
45	COCCN(Cc1ccccc1)C(=O)c1ccc2c(c1)NC(=O)CS2	2.5%	0	-1	2%	-3%	1	4	-4%	8
46	COc1ccc(S(=O)(=O)N(Cc2ccc(OC)c(OC)c2)Cc2ccco2)cc1	0.4%	-15	-10	-4%	-2%	11	-1	-9%	0
47	CC(=O)c1cccc(NC(=O)CN(C)Cc2ccc(OC(F)F)cc2)c1	1.8%	-3	-35*	2%	-1%	8	-8	-9%	-4
48	CC(O)/C=C/c1cccc[n+]1C (stereo not drawn)	-0.4%	-11	-10	-3%	-8%	7	-9	-2%	-7
49	CCNC(=O)C(=O)NCC(c1cccs1)S(=O)(=O)c1ccc(C)cc1 (stereo not drawn)	1.1%	3	-3	2%	0%	3	·	0%	0
50	Cc1ccc2[nH]c(C)c(CCNC(=O)c3cc4cc([N+](=O)[O-])ccc4oc3=O)c2c1	-1.4%	-7	13	2%	-3%	0	9	-7%	2
51	COc1ccc(C(=O)OCC(=O)c2ccc(S(=O)(=O)N3CCCCC3)cc2)c(OC)c1	0.9%	3	1	0%	-7%	11	19	4%	3
52	CC(=O)c1cccc(NC(=O)CN(c2ccc(F)cc2)S(C)(=O)=O)c1	2.5%	13	-6	-1%	4%	4	·	-9%	-7
53	COc1ccc(S(=O)(=O)N2CCOCC2)cc1NS(=O)(=O)/C=C/c1ccccc1	-1.9%	-11	-16	0%	-1%	2	5	4%	-5
54	Cc1nc2nc(NCc3ccccc3Cl)[nH]n2c(=O)c1Cc1ccccc1	-4.0%	-10	7	-5%	-3%	1	4	-9%	0

# Source: PubChem BioAssay

# Some of the compounds tested. The share of hits here may be higher or lower than overall.
